All columns: NCI-60 one-dose screen, growth in % after 48 h at 10 µM unless noted; 100 = growth as untreated, 0 = no growth, -100 = all killed.
RPMI-8226: RPMI-8226 leukemia cells. 77,000 compounds, 7.5% hits. AID 1794781
SR: SR leukemia cells | 73,000 compounds, 8.7% hits
HOP-92: HOP-92 NSCLC cells; 71,000 compounds, 6.3% hits; AID 1794738
CCRF-CEM: CCRF-CEM leukemia; 77,000 compounds, 7% hits; AID 1794778
K-562: K-562 leukemia. 78,000 compounds, 7.4% hits. AID 1794777
MDA-MB-435: MDA-MB-435 melanoma; 82,000 compounds, 7.8% hits; AID 1794794
HOP-62: HOP-62 NSCLC; 80,000 compounds, 3.9% hits; AID 1794735
MOLT-4: MOLT-4 leukemia cells; 80,000 compounds, 6.9% hits; AID 1794779
Numbers without * were called inactive; / = no result given; & = joins results of further samples. The calls were made as follows: active = growth percent below 10; inactive = the rest.

SMILES	RPMI-8226	SR	HOP-92	CCRF-CEM	K-562	MDA-MB-435	HOP-62	MOLT-4
CN(C)c1ccc(C2CC(n3nnnc3-c3ccccc3)=NN2)cc1 (stereo not given)	95	/	102	93	90	105	111	91
CC(=O)CC(c1ccccc1)c1c(-c2ccccc2)n(C)c2ccccc12 (stereo not given)	100	85	110	103	97	85	95	96
CCOC(=O)COc1nc(SCC(=O)Nc2nc3ccc(C)cc3s2)nc(-c2ccccc2)c1C#N	71	60	44	/	71	35	74	100
COc1cc2c3cc1Oc1cc(ccc1O)C[C@@H]1c4c(cc(OC)c(O)c4Oc4ccc(cc4)C[C@@H]3N(C)CC2)CC[N+]1(C)C	106	101	/	101	94	107	110	95
COc1cc2nc(SCC(=O)NNS(=O)(=O)c3ccccc3)n(-c3ccc(Cl)cc3)c(=O)c2cc1OC	87	89	74	99	89	95	101	75
c1ccc2c3c([nH]c2c1)C1CC2CCCCC2CN1CC3 (stereo not given)	92	71	/	89	71	104	88	84
O=C(O)C1=NN(c2ccc(S(=O)(=O)O)cc2)C(=O)C1N=Nc1ccc(S(=O)(=O)O)cc1 (stereo not given)	120	108	87	98	93	94	87	104
Nc1c(C(=O)c2ccccc2)nnc2ncnn12	101	95	95	98	97	110	97	96
CC(=N/Nc1ccccc1)/C(C)=N/Nc1ccccc1	115	/	91	95	116	96	92	99
O=C(O)/C=C\C(=O)N1C/C(=C\c2ccccc2Cl)C(=O)/C(=C/c2ccccc2Cl)C1	3.9*	/	2.8*	3.7*	8.2*	-11*	-24*	4.9*
CCOC(=O)c1ccc2c(c1)c1c(C)c3cccnc3c(C)c1n2C	63	16	68	48	39	73	73	21
CCCCCCCCCCCCCCCCCCOC(=O)CCSCCC(=O)OCCCCCCCCCCCCCCCCCC	104	91	101	/	97	109	106	97
Clc1nc(Oc2ccccc2)nc(-c2cn(-c3ccccc3)c3ccccc23)n1	49	-32*	-41*	27	37	38	101	47
CC1(C)CC(O)(C(Cl)c2ccccc2)C(=O)c2ccccc21 (stereo not given)	50	95	73	80	94	87	96	51
C#CC[C@@H]1C[C@]2(C)[C@H]3CC=C4[C@H]5CC(C)(C)CC[C@]5(C(=O)NCCCCN)CC[C@@]4(C)[C@]3(C)CC[C@H]2C(C)(C)[C@H]1OC(C)=O	-10*	0.9*	3.0*	18	-30*	-34*	92	12

Some entries already given, showing only MOLT-4:
Compound	MOLT-4
O=C(O)C1=NN(c2ccc(S(=O)(=O)O)cc2)C(=O)C1N=Nc1ccc(S(=O)(=O)O)cc1 (stereo not given)	104
Nc1c(C(=O)c2ccccc2)nnc2ncnn12	96

(cont.)
SMILES	RPMI-8226	SR	HOP-92	CCRF-CEM	K-562	MDA-MB-435	HOP-62	MOLT-4
N#Cc1ccc(C(=O)CSc2nnc3n4c(nn23)SCC(c2ccccc2)=N4)cc1	99	111	115	100	104	102	105	107
O=C(/C=C/Nc1cc(-c2ccccc2)nn1-c1ccccc1)c1ccc(Br)cc1	71	105	93	95	75	95	95	85
C#CCOc1cc(N(CC)CC)ccc1C(C(=O)NC(C)(C)C)N(C(=O)C1CCc2cc(F)ccc2O1)c1ccccc1F (stereo not given)	18	16	19	32	17	36	49	5.2*
CC1(C)COC(c2ccc(CC(Cc3ccc(C4(C(C)(C)C)OCC(C)(C)CO4)cc3)C(=O)O)cc2)(C(C)(C)C)OC1	50	16	60	34	/	89	56	46
O=C(CSc1ccc(Cl)cc1)Nc1ccc(-c2nc3ccccc3s2)c(Cl)c1	39	/	6.6*	42	34	78	75	68
CCCC(O)C(CC)NC(Cc1ccccc1)c1ccccc1 (stereo not given)	92	98	/	97	98	95	90	110
Cc1ccc(S(=O)(=O)n2cccc2/C=C2\C(=O)N(c3c(Cl)cccc3Cl)c3ccccc32)cc1	92	87	71	101	104	100	95	97
c1cc[n+](OCc2ccccc2CO[n+]2ccccc2)cc1	95	78	80	99	89	102	102	86
Cc1ccc(Cn2c(C)cc(C)c(C#N)c2=O)cc1	107	118	97	100	114	104	105	105
CC1(C)Cc2cc3ccccc3nc2-c2ccccc21	99	100	/	92	95	102	123	100
CCCCn1cnc2c(SCc3ccc(Cl)cc3)nc(N)nc21	79	61	55	93	69	93	85	61
OC1(CCCc2ccccc2)CCNCC1	99	60	/	93	101	102	109	98
COc1ccc(N2C(=O)C3c4[nH]c5ccc(OCc6ccccc6)cc5c4C4CCC(C(C)C)CC4C3C2=O)cc1 (stereo not given)	87	65	/	72	117	104	113	31
CSCC[C@H](CO)NC(=O)CCC[C@@H](C)[C@H]1CC[C@H]2[C@@H]3CC[C@@H]4CNCCC[C@]4(C)[C@H]3CC[C@]12C	54	19	69	69	24	94	94	62
Cc1ccc(S(=O)(=O)Oc2ccc(-c3sc4cc(OS(=O)(=O)c5ccc(C)cc5)ccc4c3C(=O)c3ccc(OCCN4CCCCC4)cc3)cc2)cc1	48	37	51	77	48	95	85	65
Cc1nn(-c2ccccc2)c(C)c1N=Nc1ccccc1	95	80	104	93	81	91	90	87
COc1cc(/C=N\NC(=O)C[N+](C)(C)C)ccc1O	97	103	/	103	102	93	96	105
O=C1CN(CCN2CC(=O)NC(=O)C2)CC(=O)N1	88	/	72	107	106	90	93	28
Nc1ccc(C2=NN(C(=O)c3cc(-c4ccc(Cl)cc4)nc4ccccc34)C(c3cc(-c4ccccc4)nn3-c3ccccc3)C2)cc1 (stereo not given)	108	105	96	118	104	107	90	107
O=C(Nn1cnc2ccccc21)N1CCCC1	150	77	74	127	94	104	/	87
C=CCSc1nnc(COc2ccc(CNC(=O)CCCC/C=C/C(C)C)cc2OC)o1	/	81	82	91	70	95	111	84
COc1cc(C=O)ccc1OC(=O)c1cc(-c2ccc(C)cc2)n(-c2ccc(S(C)(=O)=O)cc2)n1	95	121	98	97	86	104	102	91
COc1ccc(Cn2cncc2-c2c[nH]c3cc(Br)ccc23)cc1	75	82	73	90	80	95	76	83
O=C(COc1cccc(/C=C2\Cc3ccccc3C2=O)c1)Nc1nc2ccccc2s1	73	88	80	88	76	120	96	97
Cn1c(=O)c2c(nc(Cc3ccc(N)cc3)n2C)n(C)c1=O	/	103	/	100	102	101	92	100
Cc1cc(C)c(C(=O)O)c(C)c1	99&104	83&114	84&100	87&97	100&91	103&103	100&91	85&100
C=C(C)C1CC=C(C)CC1 (stereo not given)	104	/	100	104	112	98	114	103
CCN(CC)c1ccc(C=NCc2ccco2)c(O)c1	87	88	88	79	96	106	96	86
CCNC1(NC#N)CCCCC1	101	103	85	102	115	98	109	108
CC/C(=C(/c1ccc(Cl)cc1)c1ccc(OCCN2CCCC2)cc1)c1ccc(OC)cc1	12	-16*	67	41	5.0*	74	93	32
NC(=S)N/N=C/c1cc([N+](=O)[O-])ccc1O	100	102	95	101	97	108	98	99
COc1cc(CNc2cccc3[nH]c(C(F)(F)F)nc23)cc(OC)c1	58	71	80	63	18	96	114	55
COc1cc(/C=C2\SC(=S)N(/C=C(/C#N)C(=O)c3ccc4ccccc4c3)C2=O)cc(OC)c1OC	79	/	29	90	/	91	55	/
O=C1OCC2=C1C(c1ccccc1)c1cc3c(cc1N2CCO)OCCO3 (stereo not given)	28	20	44	11	11	-32*	27	21
Cc1cc(C2(c3cc(C)c(O)c(Br)c3C)OS(=O)(=O)c3ccccc32)c(C)c(Br)c1O	102	/	84	99	99	111	111	93
COc1nccc2cc3c(=O)n4c(cc5ccccc54)c(=O)n3c12	96	87	118	97	92	110	82	86
CC1COc2c(N3CCN(C)CC3)c(F)cc3c(=O)c(C(=O)NNC(=S)Nc4cccc(C(F)(F)F)c4)cn1c23 (stereo not given)	107	100	111	97	94	105	98	103
Cn1cc(C(=O)c2nc(-c3c[nH]c4ccc(Br)cc34)no2)c2cc(Br)ccc21	87	6.4*	84	46	38	63	78	85
C[C@]12CC[C@@H](O)C[C@H]1CC[C@@H]1[C@@H]2CC[C@@]2(C)[C@H]1CC[C@]2(O)C(=O)CO	97	97	76	97	108	95	92	109
CC(=O)OC1CCC2C3CCc4cc(OP(=O)(N5CC5)N5CC5)ccc4C3CCC12C (stereo not given)	97	80	105	87	90	98	111	71
Fc1ccc(NC(=S)N/N=C\c2ccccc2Cl)cc1	80	89	106	82	96	100	117	76
COC(=O)c1c2c(c(C)[n+]([O-])c1C)C(=O)C(NCc1ccc(F)c(F)c1)=CC2=O	30	20	51	21	18	-88*	33	8.4*
O=c1c2c(cc3c(O)[nH]c(=S)n13)-c1ccccc1N=2	110	100	106	110	109	109	92	103
COc1ccc(-c2cc(-c3cccnc3)nc3n[nH]c(N)c23)cc1OC	101	73	39	94	91	104	96	88
COC(=O)c1ccc(NC(=O)c2ccc(Oc3ccc(F)cc3)cc2)cc1O	103	96	92	105	118	104	87	102
CC1=N/C(=C\c2ccccc2)C(=O)N1CCc1ccc(S(N)(=O)=O)cc1	82	83	104	90	97	112	94	84
Cc1ccc(-c2nc(N3CCNCC3)c3oc(-c4ccccc4)nc3n2)cc1	-55*	-44*	-26*	-76*	-73*	-81*	-6.2*	-69*
CC1(C)COB(OCC(C)(C)COB2OCC(C)(C)CO2)OC1	118	102	88	101	106	110	108	108
Nc1cc(Nc2ccc(S(N)(=O)=O)cc2)ncn1	115	88	100	115	118	99	97	91
COc1cc(Cn2c(SC)nc3ccccc3c2=S)cc(OC)c1OC	102	98	102	100	87	99	94	85
O=C(NC(=S)Nc1cc(-c2ccco2)[nH]n1)c1cccs1	98	74	/	95	93	103	103	84
CC(=O)N1N=C(c2ccc(Cl)cc2)CC1c1cccc(Nc2ccnc3cc(C(F)(F)F)ccc23)c1 (stereo not given)	44	34	50	74	51	62	84	39
Cc1ccc(-c2cnc3sc(C(=O)NNC(=O)c4ccc(Br)cc4)c(C)n23)cc1	100	94	99	86	108	101	106	83
COc1ccc(C2=NN(C(C)=O)C(c3sc(N4CCOCC4)nc3Cl)C2)cc1 (stereo not given)	99	87	76	99	84	105	109	72
Cc1ccc(-c2csc(N/N=C/c3cccs3)n2)cc1	86	56	87	92	74	98	95	87
COc1ccc(-c2nc(-c3ccccc3)c(-c3ccccc3)n2CCc2ccc(S(N)(=O)=O)cc2)cc1	102	111	95	98	90	102	100	105
Cc1cc(Cl)cc2c1OCN(c1ccccc1)C2	100	99	79	100	103	108	96	105
O=C1COc2ccccc2C(=O)N1CCCCn1ccnc1	90	98	98	96	/	99	102	94
CC(C)c1ccc(Nc2n[nH]c(=S)s2)cc1	108	101	83	/	96	97	99	98
O=[N+]([O-])c1ccc(Oc2cccc3ccccc23)c([N+](=O)[O-])c1	99	69	94	95	88	98	97	90
The list continues:
SMILES	RPMI-8226	SR	HOP-92	CCRF-CEM	K-562	MDA-MB-435	HOP-62	MOLT-4
COC(=O)c1ccc(I)c(C)c1	/	113	109	109	106	124	112	115
CC(C)c1ccc(NC(=O)Nc2cccc3ccccc23)cc1	112	88	/	105	95	100	87	80
N#C/C(=C\c1cccc(Cl)c1)c1nc(N)nc(Nc2ccc(S(N)(=O)=O)cc2)n1	101	73	93	105	103	101	101	101
COc1cc(Cl)cc(-c2nn(-c3cccc(NC(=O)Nc4cc(C(F)(F)F)cc(C(F)(F)F)c4)c3)cc2-c2ccncc2)c1	-18*	-38*	/	-22*	6.4*	-19*	-41*	-25*
Cn1cc(-c2cc(N)n3nc(-c4c[nH]c5ccc(Cl)cc45)cc3n2)c2cc(Br)cnc21	-44*	-41*	-77*	-66*	-64*	-81*	-22*	-56*
COc1cc(OC)c(/C=C/C(=O)c2ccc(Nc3ncnc4cc(OC)c(OC)cc34)cc2)c(OC)c1	83	98	74	94	82	88	47	93
O=Nc1ccc2ccccc2c1O	70	60	90	64	81	-74*	95	91
COc1ccc(OC)c(Cn2cc3c(c2-c2ccccc2)CCCc2cnoc2-3)c1	93	95	78	100	95	103	107	93
Cc1cc(SC#N)ccc1O	103	/	101	73	/	113	106	/
O=C(O)c1ccc(N=CC(=O)c2ccc(-c3ccccc3)cc2)cc1	90	/	84	-58*	116	103	103	100
CC1=C(c2ccc3c(c2)[nH]c2ccccc23)[C@@]2(CCCO)c3cc4c(cc3CC[C@H]2[C@@H]1C)OCO4	98	105	84	92	107	100	86	89
CCCCOc1nc2ccc(C)cc2cc1-c1cc(-c2ccc(Cl)cc2)nc(-c2ccc(Cl)cc2)c1	/	94	105	103	93	104	102	103
COc1ccc(C(=O)c2no[n+]([O-])c2C(=O)c2ccc(OC)cc2)cc1	-68*	/	-73*	-69*	-100*	44	/	-80*
Nc1nccnc1C(=O)O	101	106	/	104	114	105	104	106
Cc1cc2nc3c4cc(Br)c(Br)c(Br)c4n(CCN(C)C)c3nc2cc1C	91	105	/	98	102	103	91	103
CN(CCO)c1ncnc2c1ncn2C	95	97	89	101	98	101	96	103

Some of these compounds in order of heavy-atom count, smallest number first.
SMILES	RPMI-8226	SR	HOP-92	CCRF-CEM	K-562	MDA-MB-435	HOP-62	MOLT-4
Cc1cc(SC#N)ccc1O	103	/	101	73	/	113	106	/
COc1cc(CNc2cccc3[nH]c(C(F)(F)F)nc23)cc(OC)c1	58	71	80	63	18	96	114	55
COc1cc(Cn2c(SC)nc3ccccc3c2=S)cc(OC)c1OC	102	98	102	100	87	99	94	85
CC(=O)CC(c1ccccc1)c1c(-c2ccccc2)n(C)c2ccccc12 (stereo not given)	100	85	110	103	97	85	95	96
CC1=C(c2ccc3c(c2)[nH]c2ccccc23)[C@@]2(CCCO)c3cc4c(cc3CC[C@H]2[C@@H]1C)OCO4	98	105	84	92	107	100	86	89
COc1cc(/C=C2\SC(=S)N(/C=C(/C#N)C(=O)c3ccc4ccccc4c3)C2=O)cc(OC)c1OC	79	/	29	90	/	91	55	/
C#CC[C@@H]1C[C@]2(C)[C@H]3CC=C4[C@H]5CC(C)(C)CC[C@]5(C(=O)NCCCCN)CC[C@@]4(C)[C@]3(C)CC[C@H]2C(C)(C)[C@H]1OC(C)=O	-10*	0.9*	3.0*	18	-30*	-34*	92	12
